Screening data: PubChem, several laboratories
HDAC3 inh = HDAC3 deacetylase inhibitors, primary screen, biochemical, fluorescence, cell-free homogeneous. Histone deacetylase 3 (Homo sapiens), O15379. recombinant HDAC3, fluorogenic peptide/trypsin coupled. inhibition, % at 8.3 µM. actives 0.15% (n = 320,000). AID 2718, 2010; in the data active means inhibition above about 26%, passing the limit was not always enough; inconclusive means no clear call, values can overlap the other calls
KCNK9 inh = KCNK9 potassium channel inhibitors, primary screen, HEK293 cells, thallium flux; Potassium channel subfamily K member 9 (Homo sapiens), Q9NPC2; FluxOR thallium flux fluorescence; stronger effect = lower value; B-score at 10 µM; actives 1.2% (n = 310,000);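 active means ratio B-score over 3 SD below the library mean, with starting fluorescence within 5 SD of its mean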;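 further: negative B-score means less thallium flux so channel inhibition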
GSK3beta inhib = human GSK3beta kinase inhibitors, primary screen, biochemical, cell-free homogeneous, HTS | Glycogen synthase kinase-3 beta (Homo sapiens), P49841 | GST-GSK3beta kinase, ADP-Glo luminescence, 60 min; stronger effect = lower value | activity score (negative = inhibition), % at 10 µM | actives 0.038% (n = 300,000);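 active means more than half of replicate wells score below -50%, meaning over 50% inhibition versus plate controls; inconclusive means some replicates but at most half score below -50%; inactive means no replicate scores below -50%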;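 further: 0% = median DMSO wells and -100% = median GW8510 positive control wells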
Target sequence (P49841 whole entry, looked up): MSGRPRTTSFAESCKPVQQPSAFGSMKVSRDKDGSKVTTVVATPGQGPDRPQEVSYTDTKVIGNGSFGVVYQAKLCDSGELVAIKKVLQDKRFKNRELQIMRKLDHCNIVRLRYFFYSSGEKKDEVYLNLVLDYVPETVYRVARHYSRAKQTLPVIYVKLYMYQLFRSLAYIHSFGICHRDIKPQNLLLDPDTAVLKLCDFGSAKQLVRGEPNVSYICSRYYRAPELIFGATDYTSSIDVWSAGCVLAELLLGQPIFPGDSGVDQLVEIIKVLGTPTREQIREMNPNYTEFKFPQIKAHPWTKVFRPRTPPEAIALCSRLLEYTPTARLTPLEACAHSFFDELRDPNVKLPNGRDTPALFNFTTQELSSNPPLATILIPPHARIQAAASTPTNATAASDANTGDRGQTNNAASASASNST
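test system = GST-tagged human GSK3beta kinase, cell-free | reagent = 25 µM ATP with peptide substrate | dosing = one dose of 10 µM per compound | schedule = 60 min reaction, RT | detection = luminescent ADP-Glo measurement of ADP formed | control set = DMSO neutral wells and GW8510 at 20 µM as positive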
KCNQ1 inh = inhibitors of human KCNQ1 channel, primary screen, cell-based, thallium flux, high-throughput. B-score at 10 µM. actives 1.3% (n = 310,000). Potassium voltage-gated channel subfamily KQT member 1 (Homo sapiens), P51787. AID 2642, 2010. CHO-K1 KCNQ1, FluxOR thallium flux fluorescence; stronger effect = higher value;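 active means compounds whose thallium flux B-score, printed positive for inhibition, exceeds three library SD while starting fluorescence stays within three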;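 further: channel opened by potassium depolarization with thallium stimulus after 20 min compound exposure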
Target sequence (P51787 whole entry, looked up): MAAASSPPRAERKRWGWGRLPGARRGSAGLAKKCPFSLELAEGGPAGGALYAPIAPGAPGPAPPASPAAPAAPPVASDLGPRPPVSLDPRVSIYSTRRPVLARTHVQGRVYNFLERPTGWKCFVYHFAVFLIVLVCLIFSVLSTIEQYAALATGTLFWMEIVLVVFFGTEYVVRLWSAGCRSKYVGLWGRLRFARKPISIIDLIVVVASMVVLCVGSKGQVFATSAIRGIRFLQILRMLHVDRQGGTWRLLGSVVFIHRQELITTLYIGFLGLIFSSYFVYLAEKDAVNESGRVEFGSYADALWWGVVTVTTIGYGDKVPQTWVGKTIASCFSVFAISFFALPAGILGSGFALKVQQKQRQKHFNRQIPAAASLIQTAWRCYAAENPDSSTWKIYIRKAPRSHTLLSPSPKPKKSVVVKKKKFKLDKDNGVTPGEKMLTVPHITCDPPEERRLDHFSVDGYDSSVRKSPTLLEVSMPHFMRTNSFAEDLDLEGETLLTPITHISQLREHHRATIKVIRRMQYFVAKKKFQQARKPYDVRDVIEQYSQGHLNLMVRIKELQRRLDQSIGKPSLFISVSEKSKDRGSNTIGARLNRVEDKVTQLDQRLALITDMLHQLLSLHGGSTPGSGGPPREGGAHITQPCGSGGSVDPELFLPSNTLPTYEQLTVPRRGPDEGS
KCNQ1 act = potentiators or activators of KCNQ1 channel, primary screen, cell-based, thallium flux, high-throughput | B-score at 10 µM | AID 2648, 2010 | CHO-K1 KCNQ1, thallium flux FluxOR fluorescence; stronger effect = higher value | Potassium voltage-gated channel subfamily KQT member 1 (Homo sapiens), P51787 | actives 0.35% (n = 310,000);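 active means fluorescence ratio B-score, a plate-corrected score, at least three library SD, with initial intensity B-score within 5 SD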
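Schedule – 37 °C overnight plating, 90-min dark dye load, 20-min compound pretreatment · System – stable KCNQ1 CHO-K1 line · Probe or stimulus – thallium- and potassium-containing depolarizing buffer · Measured by – kinetic FluxOR fluorescence, 10 s baseline plus 110 s post-stimulus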
RGS4 act = RGS4 potentiators or activators, primary screen, cell-based, HEK293 M3R inducible RGS4, calcium flux; carbachol calcium flux Fluo4; stronger effect = lower value; B-score at 10 µM; actives 0.92% (n = 310,000); AID 463111, 2010;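 active means B-score of the integrated calcium signal more than 4 SD below the library mean, with starting fluorescence not abnormally high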;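 further: negative B-score means reduced calcium response which marks RGS4 activation or potentiation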
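Test system: HEK293 cells with stable M3R and inducible RGS4; also added: carbachol at ECmax as muscarinic agonist stimulus; schedule: dye loading 30 min 37 °C, buffer rest 30 min RT; technique: kinetic calcium fluorescence imaging with Fluo4-AM dye, 2 µM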
KCNK3 inh = human KCNK3 channel inhibitors, primary screen, CHO cells, FluxOR thallium flux, B-score; Potassium channel subfamily K member 3 (Homo sapiens), O14649; FluxOR fluorescence; stronger effect = lower value; B-score at 10 µM; actives 0.84% (n = 340,000);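 active means B-score under library mean minus 4 SD, starting fluorescence ratio at most library mean plus 5 SD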;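 further: more negative B-score means stronger inhibition of thallium flux through KCNK3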
GSK3A inh = blockers of GSK3A enzyme activity – biochemical, luminescence, cell-free homogeneous, HTS, primary screen | Glycogen synthase kinase-3 alpha (Homo sapiens), P49840 | GSK-3 alpha kinase, ADP-Glo luminescence, 60 min | inhibition, % at 10 µM | actives 0.1% (n = 320,000) | AID 2650, 2010;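 in the data active means inhibition above about 50%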;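 further: GST-tagged GSK-3 alpha with peptide substrate and 25 µM ATP; 0% = DMSO neutral wells and 100% = GW8510 positive control wells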
PolyA inhibitor = polyadenylation inhibitors in yeast reporter cells, primary screen, luminescence, S. cerevisiae | S. cerevisiae SKY197-pL101 polyadenylation reporter, beta-gal luminescence; efflux-impaired pdr1/pdr3 knockout yeast; score 100 = 6 SD above DMSO | calls only at 12 µM | actives 0.02% (n = 300,000) | AID 1875, 2009;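 active means lowest replicate activity score at least 50, where 100 means six control SD above control mean; inconclusive means lowest score under 50 but half or more replicates reach 50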;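 further: yeast exposed to compound for 9 h at 30 °C; higher score means more reporter readthrough which indicates perturbed polyadenylation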
Dyrk1A ADPGlo = rat Dyrk1A kinase inhibitors, primary screen, biochemical, single point, plate reader; ADP-Glo luminescence, NFATc1 peptide; actives 0.43% (n = 310,000); inhibition, % at 12.5 µM; in the data active means inhibition above about 50%;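 further: plate controls were vehicle with enzyme for no effect and no enzyme for full effect; many of its hits are not listed in these tables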
hERG rescue = hERG rescue from dofetilide block, primary screen, cell-based, CHO-hERG, FluxOR thallium flux, dofetilide IC70; Voltage-gated inwardly rectifying potassium channel KCNH2 (Homo sapiens), Q12809; dofetilide IC70 present; activation (rescue from dofetilide block), less the hit threshold, % at 10 µM; actives 0.51% (n = 310,000);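 active means activation above the mean of controls blocked by dofetilide plus 5 SD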;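 further: thallium influx through hERG after potassium depolarization seen as dye fluorescence rise; in these data hits start at about 4.7%; inactives centre near -7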
The depositor's hits bear a star; i = inactive; ? = inconclusive; nt = not tested or not shown. Some of the compounds tested. The share of hits here may be higher or lower than overall.

SMILES	HDAC3 inh	KCNK9 inh	GSK3beta inhib	KCNQ1 inh	KCNQ1 act	RGS4 act	KCNK3 inh	GSK3A inh	PolyA inhibitor	Dyrk1A ADPGlo	hERG rescue
O=C(Cc1cccs1)Nc1ccc(-c2nnc(-c3ccccc3)o2)cc1	1	i	1	i	i	i	i	0	i	-1	-1
Cc1ccc(C)c(NNC(N)=S)c1	2	i	2	i	i	i	i	-1	i	-3	-10
Cc1cccc(CC2S/C(=N/c3ccccn3)NC2=O)c1 (centres undefined)	?	i	1	i	i	i	i	nt	i	-8	-6
CN(C)/C=N/NC(=O)C1Cc2c(ccc3ccccc23)O1 (centres undefined)	5	i	3	i	i	i	i	-2	i	4	-2
CN(CC(=O)NC1CCCC1)S(=O)(=O)c1cnc[nH]1	-1	i	1	i	i	i	i	-2	i	-1	-10
COc1ccc(NC(=O)CS(=O)(=O)c2cn(CC(=O)N3CCOCC3)c3ccccc23)cc1OC	-8	i	-23	i	i	i	i	-3	i	-2	-3
Cc1cc(N2CCN(c3ccc(F)cc3)CC2)nc(-c2ccccc2)n1	0	i	-1	i	i	i	i	0	i	4	-7
Cc1cccc(C)c1OCC(=O)Nc1ncn[nH]1	-2	i	7	i	i	i	i	1	i	-2	-7
CC(=O)/C(N=Nc1ccc(C(=O)O)cc1)=C(\C)O	nt	i	-2	i	i	i	i	5	nt	4	-14
COc1ccccc1C(=O)COC(=O)c1cccc(S(=O)(=O)N2CCCC2)c1	6	i	1	i	i	i	i	0	i	-1	-17
CCC1Oc2ccccc2N(CC(=O)NCCCN2CCOCC2)C1=O (centres undefined)	6	i	1	i	i	i	i	-1	i	9	-10
COc1ccc(/C=N/NC(=O)c2c(Br)cnn2C)c2ccccc12	0	i	2	i	i	i	i	1	i	-1	-4
CCCC(=O)Nc1cccn(Cc2ccccc2Br)c1=O	-9	i	3	i	i	i	i	3	i	-3	-11
O=C(CS(=O)CC(=O)Nc1ccc(Cl)cc1)NCC1OCCc2ccccc21 (centres undefined)	nt	i	0	i	i	i	i	nt	i	-1	-11
O=C(c1cccc(S(=O)(=O)Nc2ccccc2Cl)c1)N1CCC1	-2	i	2	i	i	i	i	-5	i	-6	-6
Cn1c(SCC(=O)N2CCOCC2)nnc1-c1ccco1	-2	i	3	i	i	i	i	2	i	0	-5
Nc1nc(Nc2cccc(F)c2)nc(N2CCOCC2)c1[N+](=O)[O-]	6	i	-19	i	i	i	i	24	i	34	-1
CCN=C1SC(CC(=O)NCC)C(=O)N1CC (centres undefined)	-1	i	2	i	i	i	i	3	i	1	-9
CNCC(C)COc1ccccc1OCc1ccccc1 (centres undefined)	-3	i	0	i	i	i	i	-5	i	1	-8
c1ccc(Cc2cc[n+](Cc3ccccc3)cc2)cc1	-1	i	-2	i	i	i	i	-2	i	-4	-8
Nc1ncnc2c1ncn2CCN1CCCCC1	-2	i	3	i	i	i	i	-4	i	nt	-4
CCc1[nH]c(C(=O)O)c(C)c1C(=O)OC	0	i	0	i	i	i	i	nt	i	6	-9
CCOC(=O)CC(=O)CSc1nc(C)cc(-c2cccnc2)c1C#N	nt	i	-1	i	i	i	i	0	i	nt	-4
CCOc1ccc(C2C3=C(CCCC3=O)N(CC(=O)O)C3=C2C(=O)CCC3)cc1	-11	i	-2	i	i	i	i	-1	i	1	-4
CN1CCN(c2ccc(C(=O)c3ccc(Br)cc3)cc2[N+](=O)[O-])CC1	-3	i	-3	i	i	i	i	3	i	7	-19

Reprinted at random: 5 records from the list, in no set order.
SMILES	HDAC3 inh	KCNK9 inh	GSK3beta inhib	KCNQ1 inh	KCNQ1 act	RGS4 act	KCNK3 inh	GSK3A inh	PolyA inhibitor	Dyrk1A ADPGlo	hERG rescue
COc1ccc(/C=N/NC(=O)c2c(Br)cnn2C)c2ccccc12	0	i	2	i	i	i	i	1	i	-1	-4
CCc1[nH]c(C(=O)O)c(C)c1C(=O)OC	0	i	0	i	i	i	i	nt	i	6	-9
COc1ccccc1C(=O)COC(=O)c1cccc(S(=O)(=O)N2CCCC2)c1	6	i	1	i	i	i	i	0	i	-1	-17
CCCC(=O)Nc1cccn(Cc2ccccc2Br)c1=O	-9	i	3	i	i	i	i	3	i	-3	-11
CCOc1ccc(C2C3=C(CCCC3=O)N(CC(=O)O)C3=C2C(=O)CCC3)cc1	-11	i	-2	i	i	i	i	-1	i	1	-4

Remaining list, next part.
SMILES	HDAC3 inh	KCNK9 inh	GSK3beta inhib	KCNQ1 inh	KCNQ1 act	RGS4 act	KCNK3 inh	GSK3A inh	PolyA inhibitor	Dyrk1A ADPGlo	hERG rescue
CC(=O)Nc1ccc(OCC[n+]2cccc(C(N)=O)c2)cc1	-1	i	-5	i	i	i	i	0	i	3	-11
CCCCc1ccc(NC(=O)N2CCNC(=O)C2CC(=O)Nc2ccsc2C(=O)OC)cc1 (centres undefined)	18	i	2	i	i	i	i	-2	i	nt	-7
COc1ccc(-n2nnnc2-c2nc3ccccc3s2)cc1	-2	i	-1	i	i	i	i	8	i	4	-3
Cc1cccc(NC(=O)CN2CCN(C(=O)C3CCCO3)CC2)c1C (centres undefined)	1	i	-9	i	i	i	i	-1	i	-8	-6
Fc1ccccc1Nc1nc2ccccc2o1	2	i	-5	i	i	i	i	5	nt	-2	-7
CCC(=O)Nc1cccc(-c2nc3ccc(C)cc3o2)c1	-8	i	-4	i	i	i	i	-2	i	-5	-10
Cc1ccc(C(=O)N/C(=C\c2ccco2)C(=O)NCCc2c[nH]c3ccccc23)cc1	4	i	0	i	i	i	i	-3	i	1	-11
COc1ccc(/C=N/Nc2nc(C)c([N+](=O)[O-])c(N(C)c3ccccc3)n2)cc1OC	-2	i	-2	i	i	i	i	-3	i	9	-6
C=CCN(CC=C)C(=O)C1CCN(Cc2ccc(OCc3ccccc3)cc2)CC1	-5	i	4	i	i	i	i	1	i	nt	-13
CC1CCCN(C(=O)COC(=O)c2cccc(NS(=O)(=O)c3ccccc3)c2)C1 (centres undefined)	1	i	2	i	i	i	i	-2	i	5	-10
O=C(NCc1ccc(OC(F)(F)F)cc1)c1ccc2c(c1)S(=O)(=O)c1ccccc1C2=O	3	i	-2	i	i	i	i	-2	i	-3	-7
Cc1cc(C(=O)NC2CCCN(Cc3ccc(Cl)cc3)C2)n(C)n1 (centres undefined)	-7	i	0	i	i	i	i	-2	i	3	-1
Cc1ccc(OCCOCCn2cnc3ccccc3c2=O)cc1C	11	i	2	i	i	i	nt	-4	i	nt	-4
COc1ccccc1NS(=O)(=O)c1cc(-c2cnc(C3CC3)o2)ccc1C	0	i	4	i	i	i	i	0	i	-2	-5
O=C(CSc1nc2ccccc2[nH]1)Nc1ccccc1F	2	i	-2	i	i	i	i	5	i	nt	-4
O=C1/C(=C/c2ccccc2Cl)SC(=S)N1CCCC(=O)N(CCO)c1ccccc1	13	i	-3	i	i	i	i	1	i	4	-17
O=C(CN1CCCCC1)Nc1cccc(Oc2ccccc2)c1	2	i	3	i	i	i	i	0	i	nt	-12
COc1cc(/C=C(\NC(C)=O)C(=O)Nc2ccccc2C)ccc1OC(C)=O	0	i	1	i	i	i	i	-1	i	nt	-6
CCc1c(O)nc2ccccn2c1=O	1	i	3	i	i	i	i	-2	i	-1	2
Cc1c(CCOC(=O)c2cccc([N+](=O)[O-])c2)sc[n+]1CC(=O)c1ccccc1	4	i	0	i	i	i	i	15	i	-8	-14
Clc1cccc(CSc2nnc(-c3cccnc3)n2Cc2ccco2)c1	5	i	-1	i	i	i	i	-1	i	-2	-12
O=C(NC1=C(Nc2ccc(Cl)cc2)C(=O)c2ccccc2C1=O)c1ccccc1	2	i	-3	i	i	i	i	1	i	-4	-8
CCOC(=O)c1ccc(NC(=O)CSc2ccc(-c3cccnc3)nn2)cc1	-8	i	-1	i	i	i	i	-2	i	-3	-14
Cc1cccc(/C=N/n2c(COc3ccccc3)n[nH]c2=S)c1	-8	-9*	-3	i	14*	i	i	6	i	-2	1
CCCCC(=O)NC(=S)Nc1ccc(Cl)c(C(=O)O)c1	-4	i	-8	i	i	i	i	-3	i	0	-6
CCN(CC)C(=O)n1c(Cc2ccccc2)nc2ccccc21	-3	i	nt	i	i	i	i	-3	i	-3	-9
O=C(O)c1cc(-c2cccs2)nn1-c1ccc(F)cc1	7	i	3	i	i	i	i	-3	i	1	-3
COc1ccc(OCCOc2ccc(C)nc2[N+](=O)[O-])cc1	-8	i	-1	i	i	i	i	-4	i	-1	-10
O=C(NNS(=O)(=O)c1ccc2ccccc2c1)c1cc(-c2ccccn2)nc2ccccc12	5	i	2	i	i	i	i	-2	i	2	-19
O=C(CSc1ccc2c(c1)OCCO2)Nc1ncccc1O	6	i	nt	i	i	i	i	-6	i	nt	-5

Arranged by value in GSK3beta inhib (high to low): three from the list above.
SMILES	HDAC3 inh	KCNK9 inh	GSK3beta inhib	KCNQ1 inh	KCNQ1 act	KCNK3 inh	GSK3A inh	PolyA inhibitor	Dyrk1A ADPGlo
COc1cc(/C=C(\NC(C)=O)C(=O)Nc2ccccc2C)ccc1OC(C)=O	0	i	1	i	i	i	-1	i	nt
Cc1cc(C(=O)NC2CCCN(Cc3ccc(Cl)cc3)C2)n(C)n1 (centres undefined)	-7	i	0	i	i	i	-2	i	3
COc1ccc(OCCOc2ccc(C)nc2[N+](=O)[O-])cc1	-8	i	-1	i	i	i	-4	i	-1
